Bioassay records deposited in PubChem BioAssay by National Center for Advancing Translational Sciences (NCATS).
ALOX12 inh = Primary qHTS assay for inhibitors of human arachidonate 12S-lipoxygenase (ALOX12): Round 2 | Polyunsaturated fatty acid lipoxygenase ALOX12 (Homo sapiens), P18054 | purified 12hLO, xylenol orange hydroperoxide absorbance | Potency, µM (titrated, usually from 108 µM), inactives show at the top dose activity change, negative = inhibition, hits mostly inhibitors | 1.1% of 580,000 active; active = well fitted inhibition curve with a large enough effect; inconclusive = small, poorly fitted or top-dose-only effect, or another doubt; inactive = no such curve, though single readings can be large or run the other way
Target sequence (P18054 whole entry, looked up): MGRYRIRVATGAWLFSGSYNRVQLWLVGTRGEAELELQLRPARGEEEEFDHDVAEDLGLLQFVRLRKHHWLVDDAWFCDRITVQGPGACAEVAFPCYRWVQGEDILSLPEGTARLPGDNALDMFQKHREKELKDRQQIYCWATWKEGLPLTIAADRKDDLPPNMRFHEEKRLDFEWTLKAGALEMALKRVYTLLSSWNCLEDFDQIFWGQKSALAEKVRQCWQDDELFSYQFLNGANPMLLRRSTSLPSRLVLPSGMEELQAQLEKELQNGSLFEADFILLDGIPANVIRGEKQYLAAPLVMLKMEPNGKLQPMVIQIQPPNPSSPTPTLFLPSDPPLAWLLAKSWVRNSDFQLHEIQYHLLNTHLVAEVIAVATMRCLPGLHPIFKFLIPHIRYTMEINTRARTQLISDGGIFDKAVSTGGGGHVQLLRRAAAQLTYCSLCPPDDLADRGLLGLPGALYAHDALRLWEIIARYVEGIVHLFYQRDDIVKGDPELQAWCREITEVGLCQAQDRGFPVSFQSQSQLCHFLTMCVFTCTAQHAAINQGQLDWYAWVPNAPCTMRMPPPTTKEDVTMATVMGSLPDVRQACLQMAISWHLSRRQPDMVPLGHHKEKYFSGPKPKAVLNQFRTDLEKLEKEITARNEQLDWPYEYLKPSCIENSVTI
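Purified human 12hLO (150 nM final) in 25 mM Hepes, 0.01% Triton X-100, pH 7.0 was preincubated 15 min at room temperature with compound. Then 40 uM arachidonic acid was added, 30 min. Hydroperoxide was read by Fe-XO absorbance ratio 573/405 nm.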
An asterisk follows results filed as active; [ ] = remark or other dose. % is set by controls: 0 for no effect and ±100 for the full control effect; potency is the fitted concentration of half-maximal effect.

How did CN1C[C@H](NCc2cccc(Cl)c2)CCC[C@@H](C(=O)NC2CC2)CC1=O do in these assays?
ALOX12 inh: 1.1%[176 µM]

How did O=C1NCCCCCN(Cc2cccnc2)[C@@H]2CN(Cc3cccc(F)c3)CC[C@@H]12 do in these assays?
ALOX12 inh: 61.8%[activator]

Results for O=C1NCCCCCCN(Cc2ccncc2)[C@@H]2CN(Cc3cccnc3)CC[C@H]12 ?
ALOX12 inh: 149.6%[activator]

Results for CN(Cc1ccc(OC(F)(F)F)cc1)Cc1cccn1C ?
ALOX12 inh: -0.9%[176 µM]

How did CC[C@H]1CN(S(=O)(=O)c2ccccc2)CC[C@H]1CC(=O)NCCOC do in these assays?
ALOX12 inh: -8.6%[176 µM]

How did OC[C@@H]1CNC[C@H]1C1CCN(Cc2ccc(Br)cc2F)CC1 do in these assays?
ALOX12 inh: inconclusive

How did COC1C(=O)N(C2CCN(S(=O)(=O)c3cccs3)CC2)C12CCOCC2 (centres undefined) do in these assays?
ALOX12 inh: 19.4%

How did CN(C(=O)c1ccc(Cl)nc1)C1CCCc2ccccc21 (centres undefined) do in these assays?
ALOX12 inh: 8.2%[176 µM]

Results for O=C(NCCN1Cc2ccccc2OC(c2ccccc2F)C1)c1ccncc1 (centres undefined) ?
ALOX12 inh: 3.9%

Results for COc1cccc(C(=O)N2C3CCCC2CC(=O)C3)c1 ?
ALOX12 inh: 22.5%[176 µM]

What do the screens show for `NC(=O)[C@@H]1C[C@H](Oc2cccnc2)CN1C(=O)CN1CCCCCC1`?
ALOX12 inh: 66.0%[activator]

What do the screens show for `O=C1CCN(Cc2ccc(C(F)(F)F)cc2)CCCOCCN1`?
ALOX12 inh: 19.8%

What do the screens show for `O=c1n(-c2ccc(Cl)cc2)nc2n1CCN(Cc1ccccc1)C2`?
ALOX12 inh: 2.7%[6.33 µM]

What do the screens show for `O=C(c1ccccc1C(F)(F)F)N1CCOc2c(cc(-c3nc4ccccc4s3)cc2OC2CCOC2)C1` (centres undefined)?
ALOX12 inh: -2.2%

Results for CN1C(=O)CCCCC1C(=O)NC1CCCC1 (centres undefined) ?
ALOX12 inh: 13.1%

How did COCc1noc([C@@H]2CN(C(=O)C3(C)CCCCC3)C[C@H]2CO)n1 do in these assays?
ALOX12 inh: -6.6%

How did CCCCC1CN(c2cccc(-c3ccccc3)c2)C(=O)CN1C(=O)c1ncoc1C (centres undefined) do in these assays?
ALOX12 inh: 10.0%

How did Cc1ccn(CCC(=O)N2C[C@@H](C(=O)O)[C@H](c3ccccc3C)C2)n1 do in these assays?
ALOX12 inh: 68.2%[activator]

How did COc1ccccc1CN1CCC(O)(c2csc(CN3CCN(c4ccccn4)CC3)n2)CC1 do in these assays?
ALOX12 inh: 23.3%

Results for CCOC(=O)C1=CN(CC(=O)Nc2ccc(OC)cc2)S(=O)(=O)N=C1C ?
ALOX12 inh: 57.6%[activator]

Results for CN(C)CC(=O)N1Cc2ccccc2CC2(CCCCN2C)C1 (centres undefined) ?
ALOX12 inh: 10.0%[6.33 µM]

How did Cc1nncn1C1CCN(S(=O)(=O)c2ccc(F)c(F)c2)CC1 do in these assays?
ALOX12 inh: 15.4%

Results for CCOC(=O)C1=CN(CC(=O)Nc2ccccc2C(F)(F)F)S(=O)(=O)N=C1C ?
ALOX12 inh: 29.4%

What do the screens show for `Cc1ccc(C2(c3noc(CN(C)Cc4ccc(C)o4)n3)CCCC2)cc1`?
ALOX12 inh: -0.7%

What do the screens show for `COCCn1ncc(N2CCC(NC(=O)c3ccc4c(c3)OCO4)CC2)cc1=O`?
ALOX12 inh: 0.0%

What do the screens show for `COc1c(C)cccc1C(=O)N1CCOC(c2ccc(Cl)c(Cl)c2)C1` (centres undefined)?
ALOX12 inh: -6.9%

Results for Cc1nc(C)c(C(=O)NCc2nc(-c3cccc(NC(=O)c4ccccn4)c3)oc2C)s1 ?
ALOX12 inh: inconclusive

Results for CN(C)C(=O)c1cc(-c2ccccc2F)cc2c1OCCN2Cc1cccnc1 ?
ALOX12 inh: inconclusive

How did CC(=O)N1C[C@@H]2CCCN3CCC[C@@H]([C@H]23)[C@H]1CCCC(=O)NCCN(C)C do in these assays?
ALOX12 inh: 119.5%[activator]

What do the screens show for `COc1ccc(C(=O)N2CCCC(n3cc(-c4nc(-c5ccccc5)no4)nn3)C2)cc1F` (centres undefined)?
ALOX12 inh: 3.8%

How did O=C(Nc1cccc(C(F)(F)F)c1)N[C@H]1CO[C@H]2[C@@H]1OC[C@@H]2Nc1nccc(C2CCCC2)n1 do in these assays?
ALOX12 inh: -17.1%

Results for CC(C)CCN(C1CCOCC1)C1CCN(S(=O)(=O)c2cccnc2)CC1 ?
ALOX12 inh: 21.2%

Results for C#CCNC(=O)[C@H]1O[C@H](CCN2CCNCC2)CC[C@@H]1O ?
ALOX12 inh: -4.1%[176 µM]

Results for CCN1C(=O)CCc2cc(NS(=O)(=O)c3cn(C)c(C)n3)ccc21 ?
ALOX12 inh: 63.2%[activator]

How did COc1cccc(CN2CCC3(CC2)CC(O)CCO3)n1 (centres undefined) do in these assays?
ALOX12 inh: 76.6%[activator]

How did COCCn1cc(CN(C)CC(=O)N2CCCCCC2)ccc1=O do in these assays?
ALOX12 inh: 32.5%

How did CCn1nccc1C(=O)NCCC1CCN(C(=O)Nc2ccc(F)cc2F)CC1 do in these assays?
ALOX12 inh: 19.8%

Results for Cc1ccc(N2CC(c3noc(-c4cccc(N(C)C)c4)n3)CC2=O)cc1 (centres undefined) ?
ALOX12 inh: 39.6%[activator]

What do the screens show for `Cc1ccc(S(N)(=O)=O)cc1C(=O)N[C@H]1[C@H]2CCO[C@H]2[C@@H]1N1CCCC1`?
ALOX12 inh: 47.0%

What do the screens show for `O=C(Nc1ccccc1)N[C@H]1C[C@H]2C(=O)NC[C@@H](CCC(=O)N3CCN(c4ccccc4)CC3)N2C1`?
ALOX12 inh: 122.3%[activator]

What do the screens show for `CN(C)c1ccc(CN2C[C@H](O)C[C@H]2c2nc(-c3ccncc3)no2)cc1`?
ALOX12 inh: -3.6%[176 µM]

Results for CN1CC(=O)N(C2CCC2)Cc2c1ncnc2N1CCOCC1 ?
ALOX12 inh: -1.3%[6.33 µM]

How did O=C(C1CCCC1)N1Cc2ccccc2CC2(CCN(Cc3ccncc3)C2)C1 (centres undefined) do in these assays?
ALOX12 inh: inconclusive

What do the screens show for `CC(=O)N(C)Cc1ccc(F)cc1`?
ALOX12 inh: 13.6%[176 µM]

Results for CCC(O)C1CCN(Cc2cnc(S(=O)(=O)CC)n2CCc2ccccc2)CC1 (centres undefined) ?
ALOX12 inh: 15.7%

5 entries picked at random from the list so far, as already listed:
What do the screens show for `CC(=O)N(C)Cc1ccc(F)cc1`?
ALOX12 inh: 13.6%[176 µM]

Results for Cc1ccc(N2CC(c3noc(-c4cccc(N(C)C)c4)n3)CC2=O)cc1 (centres undefined) ?
ALOX12 inh: 39.6%[activator]

Results for C#CCNC(=O)[C@H]1O[C@H](CCN2CCNCC2)CC[C@@H]1O ?
ALOX12 inh: -4.1%[176 µM]

Results for CCN1C(=O)CCc2cc(NS(=O)(=O)c3cn(C)c(C)n3)ccc21 ?
ALOX12 inh: 63.2%[activator]

Results for CN1CC(=O)N(C2CCC2)Cc2c1ncnc2N1CCOCC1 ?
ALOX12 inh: -1.3%[6.33 µM]

Arranged by count of non-hydrogen atoms (ascending): part of the list above.
Results for C#CCNC(=O)[C@H]1O[C@H](CCN2CCNCC2)CC[C@@H]1O ?
ALOX12 inh: -4.1%[176 µM]

Results for Cc1ccc(N2CC(c3noc(-c4cccc(N(C)C)c4)n3)CC2=O)cc1 (centres undefined) ?
ALOX12 inh: 39.6%[activator]

What do the screens show for `O=C(Nc1ccccc1)N[C@H]1C[C@H]2C(=O)NC[C@@H](CCC(=O)N3CCN(c4ccccc4)CC3)N2C1`?
ALOX12 inh: 122.3%[activator]

Remaining list, next part.
Results for Cc1noc(C)c1-c1cc2cc(C(C)C)oc2c(NCCc2ccccn2)n1 ?
ALOX12 inh: inconclusive

What do the screens show for `COc1cccc(O)c1CN1CCC(C(Cc2ccc(F)cc2)N(C)Cc2cn(C)nc2C)CC1` (centres undefined)?
ALOX12 inh: 6.9%

What do the screens show for `CCc1noc(-c2cccn3c(CNC(=O)c4ccc(OC)cc4)nnc23)n1`?
ALOX12 inh: 33.6%[activator]

Results for CC(C)c1nc2c(c(-c3ccc(O)cc3)n1)CN(C(=O)c1ccc(Cl)nc1)CC2 ?
ALOX12 inh: 8.5%

How did O=C(NCCC1CCN(C(=O)Nc2ccccc2F)CC1)c1ccco1 do in these assays?
ALOX12 inh: 20.4%

Results for COc1cc(CNC(=O)CN2CCCc3nc(C4CC4)ncc3C2=O)cc(OC)c1 ?
ALOX12 inh: 31.5%[activator]

What do the screens show for `CC(=O)N1CCC(N2C[C@@H]3C[C@H]2C(=O)N(Cc2cccnc2)c2ccccc2O3)CC1`?
ALOX12 inh: 5.3%[176 µM]

Results for Cc1nc2scc(CC(=O)NC(C)C)n2c(=O)c1-c1cc(C)n(-c2ccc(C(C)C)cc2)n1 ?
ALOX12 inh: 8.7%

What do the screens show for `COCCN1C(=O)N(CCCc2cccnc2)C(=O)C12CCN(C/C=C/c1ccc(OC)cc1)CC2`?
ALOX12 inh: 35.0%[activator]

How did O=C(c1cc(F)ccc1F)N1CCC2(CC1)CC(N(Cc1ccccc1)C1CC1)CCO2 (centres undefined) do in these assays?
ALOX12 inh: 30.4%

What do the screens show for `CC1=NOC2(CCN(Cc3ccccn3)CC2)C1`?
ALOX12 inh: 90.8%[activator][176 µM]

Results for O=C(COc1ccc(-n2cnnn2)cc1)N1CCCC2(CCNCC2)CC1 ?
ALOX12 inh: 83.3%[activator]

How did COCCOCc1nc(C2CCN(C(=O)Nc3ccc(OC)c(F)c3)CC2)no1 do in these assays?
ALOX12 inh: 0.2%

How did Cc1cc(-c2cc3c(nc2-c2ccccc2)nc(C(=O)NC2CCN(C)CC2)n3C)ccn1 do in these assays?
ALOX12 inh: 4.8%[176 µM]

What do the screens show for `O=C(CCc1ccccc1)N1CCC(N2CC3CC(C2)[C@H]2CCCC(=O)N2C3)CC1` (some centres undefined)?
ALOX12 inh: 21.7%

Results for COc1cccc(CN2CCc3c(cc(C(=O)N4CCOCC4)n3C)C2)c1 ?
ALOX12 inh: 29.9%

Results for COc1ccccc1NC(=O)N(C)C[C@H]1OCc2cn(nn2)CCCC(=O)N([C@H](C)CO)C[C@@H]1C ?
ALOX12 inh: 2.6%

What do the screens show for `COc1ccc([S+](=O)([O-])c2nnn3c2nc(NCc2ccncc2)c2ccccc23)cc1`?
ALOX12 inh: 1.4%[6.33 µM]

Results for COc1ccc(C(=O)N2CCC(CC(=O)NCc3ccccc3)C2)cc1 (centres undefined) ?
ALOX12 inh: 10.3%

What do the screens show for `O=C(CN1CCCc2nc(-c3ccccc3)ncc2C1=O)NCCc1c[nH]c2ccccc12`?
ALOX12 inh: 10.7%

How did CC1(C)N=C(c2ccccc2)C(=O)N1CC(=O)NC1CCCC1 do in these assays?
ALOX12 inh: 27.9%

Results for CN1CCCC1COc1ccc2c(n1)CN(Cc1ccc(F)cc1)C(=O)CO2 (centres undefined) ?
ALOX12 inh: 44.6%[activator][176 µM]

Results for O=C(c1cscn1)N1CCOc2ccc(CN3CCC(Oc4cccnc4)CC3)cc2C1 ?
ALOX12 inh: 18.8%

Results for Cc1ccccc1S(=O)(=O)N[C@H]1CC[C@@]23CCCN2C(=O)CCC[C@H]3[C@H]1Cc1ccccc1 ?
ALOX12 inh: -17.9%

Results for COc1ccc(NC(=O)c2cc(NC(=O)C3CCC3)cc3nc(C)ccc23)cc1 ?
ALOX12 inh: -12.6%

Results for O=C(Nc1ccc(-c2nnc3n2CCCC3)cc1)C1CCCCC1 ?
ALOX12 inh: 3.7%

How did COc1cccc(N2CC3(C2)CN(c2ccccc2)C(=O)O3)c1 do in these assays?
ALOX12 inh: -3.8%[176 µM]

Results for COc1ccc(C(=O)N[C@@H](Cc2ccccc2)C(=O)N2CCCOCCNC(=O)CC2)cc1F ?
ALOX12 inh: 40.7%[activator]

Results for O=C(c1ccccc1-c1ncc[nH]1)N1CCOC(c2ccc(Cl)cc2)C1 (centres undefined) ?
ALOX12 inh: 59.6%[activator]

What do the screens show for `COc1cccc(CNC(=O)c2ccc3c(c2)N(C(=O)c2ccc(F)cc2)CC3)c1`?
ALOX12 inh: 34.9%

What do the screens show for `CCOC1CCN(C(=O)c2cnc(Cc3c(Cl)cccc3Cl)[nH]c2=O)CC1`?
ALOX12 inh: -2.5%

What do the screens show for `Cc1ccsc1C(=O)Nc1ccc2ncnc(N3CCCCC3)c2c1`?
ALOX12 inh: 32.2%

What do the screens show for `CC(N[C@H]1CCCC[C@H]1NC(=O)c1ccc(Cl)cc1)c1cccc2ccccc12` (some centres undefined)?
ALOX12 inh: -3.6%[57.4 µM]

How did CN(C)c1nccnc1OC1CCN(C(=O)CCc2ccccc2)C1 (centres undefined) do in these assays?
ALOX12 inh: 25.5%

What do the screens show for `Cc1cc2ncc(C(=O)NC3CCCCC3C)cn2n1` (centres undefined)?
ALOX12 inh: 3.8%[176 µM]

What do the screens show for `CC(=O)N1CCC(Cc2ccc(C(=O)NC3CCN(Cc4ccccc4)CC3)cc2)CC1`?
ALOX12 inh: 20.7%

How did CCNC(=O)CC1CCN(S(C)(=O)=O)C1 (centres undefined) do in these assays?
ALOX12 inh: 24.7%

Results for Cc1cn2nc(C(=O)Nc3ccc(OC(F)(F)F)cc3)cc2c(N2CCSCC2)n1 ?
ALOX12 inh: 18.0%

How did COCc1cc(N2CCN(C(=O)OC(C)(C)C)C[C@@H]2C)ccc1N1CCN(Cc2ccccc2)[C@@H](C)C1 do in these assays?
ALOX12 inh: 3.1%

Results for Cc1ccsc1CN1CCCCCNC(=O)CC1c1ccccc1 (centres undefined) ?
ALOX12 inh: 4.9%

Results for COc1ccccc1CCn1cnc(-c2ccccc2F)c1CC(C)C ?
ALOX12 inh: inconclusive

Results for c1ccc(-c2ccnc(NCC(c3ccncc3)N3CCOCC3)n2)nc1 (centres undefined) ?
ALOX12 inh: 117.5%[activator]

Only part of the results is shown; count on the stated rates, not on these rows.
